# Compound activity (PubChem BioAssay)
# ABCG2 block: ABCG2 efflux pump inhibitors, primary screen, multiplex with ABCB1, IgMXP3 cells, flow cytometry; JC-1 efflux; inhibition, % at 6.6 µM; hit rate 0.1% among 190,000; AID 1325, 2008;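 active means inhibition above 80%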;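 further: 0% = DMSO and 100% = nicardipine control wells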
#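 Test system: ABCG2 IgMXP3 and barcoded ABCB1 CCRF-Adr cell mix; Schedule: cells with compound and JC-1, 10 min at 25 °C, rotating, no wash; Technique: flow cytometry of retained JC-1 fluorescence; Measure: % inhibition of efflux relative to nicardipine and DMSO; Controls: nicardipine high and DMSO low controls.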
# RGS7-Gao reg: RGS7-Galphao binding modulators, primary screen, biochemical, multiplexed bead flow cytometry; actives lie on both sides; AID 1439, 2008; binding response (% of control), % at 10 µM; hit rate 0.35% among 220,000; Guanine nucleotide-binding protein G(o) subunit alpha (Homo sapiens), P09471; in the data active means binding response below about 49% or above about 150%; inconclusive means no clear call, values can overlap the other calls; inactive means in between;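 further: fluorescent Galphao held in activated GDP-AlF4 state binding bead-coupled RGS7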
# Target sequence (P09471 whole entry, looked up): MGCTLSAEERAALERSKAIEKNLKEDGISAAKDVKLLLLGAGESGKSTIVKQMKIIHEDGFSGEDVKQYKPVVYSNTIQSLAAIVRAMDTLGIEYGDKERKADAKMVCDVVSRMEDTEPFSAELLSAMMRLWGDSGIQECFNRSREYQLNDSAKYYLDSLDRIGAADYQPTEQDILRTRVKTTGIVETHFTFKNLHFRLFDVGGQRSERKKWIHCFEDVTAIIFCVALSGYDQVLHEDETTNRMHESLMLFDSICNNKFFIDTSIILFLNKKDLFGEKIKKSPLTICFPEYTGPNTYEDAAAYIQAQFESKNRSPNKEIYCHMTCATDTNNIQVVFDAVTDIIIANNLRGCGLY
# Bim-Bcl-B: inhibitors of Bim-Bcl-B binding, primary screen, biochemical, multiplexed, human Bcl-2 family | inhibition, % at 10 µM | hit rate 0.073% among 190,000 | bead-based flow cytometry, Bim peptide-Bcl-B binding | Bcl-2-like protein 10 (Homo sapiens), Q9HD36 | AID 951, 2007;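 further: 0% = tracer peptide without compound and 100% = reference inhibitor peptide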
# Target sequence (Q9HD36 whole entry, looked up): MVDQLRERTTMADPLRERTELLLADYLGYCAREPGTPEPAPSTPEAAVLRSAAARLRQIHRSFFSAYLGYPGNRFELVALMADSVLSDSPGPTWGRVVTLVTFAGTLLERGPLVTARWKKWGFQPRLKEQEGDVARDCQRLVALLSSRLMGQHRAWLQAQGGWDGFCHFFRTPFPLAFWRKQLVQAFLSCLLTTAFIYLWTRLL
# Bcl-XL Bim block: inhibitors of Bim-Bcl-XL binding, primary screen, biochemical, multiplexed, bead flow cytometry, human Bcl-XL. Bim peptide-Bcl-XL binding, fluorescence. inhibition, % at 10 µM. Bcl-2-like protein 1 (Homo sapiens), Q07817. hit rate 0.04% among 190,000
# Target sequence (Q07817 whole entry, looked up): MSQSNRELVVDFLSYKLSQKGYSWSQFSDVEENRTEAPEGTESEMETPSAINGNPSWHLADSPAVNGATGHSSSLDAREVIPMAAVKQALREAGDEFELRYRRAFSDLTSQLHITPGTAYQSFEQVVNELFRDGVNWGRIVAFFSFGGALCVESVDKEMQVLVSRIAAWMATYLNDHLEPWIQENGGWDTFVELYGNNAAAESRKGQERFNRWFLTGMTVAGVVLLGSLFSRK
# Bim-Mcl-1: inhibitors of Bim peptide binding to Mcl-1, primary screen, biochemical, bead-based flow cytometry, multiplex | Induced myeloid leukemia cell differentiation protein Mcl-1 (Homo sapiens), Q07820 | Bim peptide-Mcl-1 binding | inhibition, % at 10 µM | hit rate 0.1% among 190,000 | AID 1009, 2008;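 further: 0% = no compound tracer wells and 100% = peptide blocker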
# Bfl-1 Bim block: inhibitors of Bim binding to Bfl-1, primary screen, biochemical, multiplexed, bead-based flow cytometry; hit rate 0.12% among 190,000; AID 1008, 2008; Bim-Bfl-1 binding inhibition; Bcl-2-related protein A1 (Homo sapiens), Q16548; inhibition, % at 10 µM;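 further: 0% = wells without compound plus tracer and 100% = blocker peptide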
# RGS4-Gao reg: modulators of RGS4 binding to Galphao, primary screen, biochemical, multiplexed bead flow cytometry; hit rate 0.33% among 220,000; binding response (% of control), % at 10 µM; Guanine nucleotide-binding protein G(o) subunit alpha (Homo sapiens), P09471; AID 1415, 2008; actives lie on both sides; in the data active means binding response below about 49% or above about 150%; inactive means in between;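 further: fluorescent Galphao activated with aluminum fluoride binding bead-coupled RGS4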
# ABCB1 block: ABCB1 efflux pump inhibitors, primary screen, cell-based, multiplex, flow cytometry, ABCG2 counter-screen. ATP-dependent translocase ABCB1 (Homo sapiens), P08183. CCRF-Adr cells, JC-1 efflux. inhibition, % at 6.6 µM. hit rate 0.067% among 190,000; in the data active means inhibition above about 40%;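 further: 0% = vehicle and 100% = reference inhibitor; higher value means more JC-1 retained so stronger ABCB1 efflux block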
# Bim-Bcl-W: inhibitors of Bim binding to Bcl-W, primary screen, biochemical, multiplexed, bead-based flow cytometry. Bcl-2-like protein 2 (Homo sapiens), Q92843. Bim peptide-Bcl-W binding. hit rate 0.02% among 190,000. inhibition, % at 10 µM;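 further: 0% = bound tracer without compound and 100% = peptide blocker; higher means less fluorescent Bim peptide bound to Bcl-W beads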
# Target sequence (Q92843 whole entry, looked up): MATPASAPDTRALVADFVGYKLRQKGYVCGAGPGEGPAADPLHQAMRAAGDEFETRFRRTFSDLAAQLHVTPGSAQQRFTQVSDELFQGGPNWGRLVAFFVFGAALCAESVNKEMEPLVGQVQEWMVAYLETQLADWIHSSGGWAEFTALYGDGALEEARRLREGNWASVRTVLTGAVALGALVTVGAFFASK
# RGS8-Gao reg: RGS8-Galphao binding modulators, primary screen, biochemical, multiplexed bead flow cytometry; hit rate 0.34% among 220,000; response (percent of control binding), % at 10 µM; Guanine nucleotide-binding protein G(o) subunit alpha (Homo sapiens), P09471; actives lie on both sides; in the data active means response below about 60% or above about 140%; inactive means in between;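 further: Galphao activated as the GDP aluminium fluoride complex binding bead-coupled RGS8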
# Bcl-2 Bim block: inhibitors of Bim-Bcl-2 binding, primary screen, biochemical, multiplexed, human Bcl-2 family; AID 950, 2007; inhibition, % at 10 µM; hit rate 0.06% among 190,000; Bead-based flow cytometry, Bim peptide-Bcl-2 binding; Apoptosis regulator Bcl-2 (Homo sapiens), P10415; in the data active means inhibition above about 40%; inconclusive means no clear call, values can overlap the other calls;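 further: 0% = no compound wells with probe peptide and 100% = reference peptide inhibitor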
# Starred values were filed as active, the others as inactive; u = inconclusive; x = not tested or not shown; [ ] = dose if it differs, or a comment. Unless noted, no stated cut-off is given here; in the data, active means inhibition above about 40%.
1: COCCNC(=S)c1ccc(Br)cc1
2: CCOC(=O)C1(Cc2ccccc2)CCCN(Cc2ccncc2)C1 (stereo unspecified)
3: NC(=O)c1ncc(C(F)(F)F)cc1Oc1ccc(F)cc1
4: Clc1cc(CSc2ccccc2)nc(-c2ccccc2)n1
5: CC1CCN(c2oc(Cc3cccc4ccccc34)nc2C#N)CC1
6: CN(C(=O)c1ccccn1)c1nnc(-c2cnccn2)s1
Assay by compound	1	2	3	4	5	6
Bim-Mcl-1	-2	1	1	-1	0	-2
ABCB1 block	-0.4	-0.2	0.9	0.1	1.3	0.6
Bcl-XL Bim block	-1	-5	0	-5	-1	-7
ABCG2 block	-1	-1	6	1	3	3
Bcl-2 Bim block	4	-3	-1	-2	-3	-9
Bim-Bcl-B	-35	-1	2	-4	1	-5
Bim-Bcl-W	6	-3	0	-3	0	-5
Bfl-1 Bim block	23	1	-1	-1	0	-12
RGS7-Gao reg	117	120	104	100	103	100
RGS4-Gao reg	101	115	104	103	100	99
RGS8-Gao reg	97	115	104	100	103	101

7: O=C(Nc1cccc(C(F)(F)F)c1)c1cc2c(=O)c3ccccc3oc2nc1C(F)(F)F
8: Cc1ccc(C(C(=O)Nc2ccc3c(c2)OCO3)N(C)C(=O)/C=C\c2ccc3c(c2)OCO3)cc1 (stereo unspecified)
9: Cc1ccc(NC(NC(=O)Cc2ccccc2)C(Cl)(Cl)Cl)cc1 (stereo unspecified)
10: COc1ccc(CCNC(=O)c2cc(S(=O)(=O)N(C)c3ccccc3)ccc2Cl)cc1
11: CCNS(=O)(=O)c1ccc(CCC(=O)NCc2ccc(C)cc2)cc1
12: Cc1cc(C=O)c(C)n1-c1ccc(N2CCOCC2)cc1
Assay by compound	7	8	9	10	11	12
Bim-Mcl-1	0	-2	-3	-3	1	0
ABCB1 block	-0.1	1.8	0.3	4.5	0.3	1.0
Bcl-XL Bim block	-2	-3	-12	-4	-1	-8
ABCG2 block	0	7	1	22	1	8
Bcl-2 Bim block	-1	0	-7	-25	0	-2
Bim-Bcl-B	1	-4	-11	-11	-4	0
Bim-Bcl-W	-1	0	-5	-2	2	-1
Bfl-1 Bim block	0	1	-10	-15	-5	-5
RGS7-Gao reg	97	98	101	103	102	105
RGS4-Gao reg	96	102	102	103	106	102
RGS8-Gao reg	103	104	103	100	104	105

13: Cc1ccc(C)c2[nH]c(=O)c(C(c3nnnn3Cc3ccccc3)N3CCc4ccccc4C3)cc12 (stereo unspecified)
14: Cc1ccc2c(Cl)c(C(=O)Nc3cc(C)on3)sc2c1
15: O=C(CSc1nnc2c(n1)[nH]c1ccc(S(=O)(=O)N3CCOCC3)cc12)Nc1ccc(F)c(F)c1
16: CN1C(=S)N(c2cccnc2)C(=O)/C1=C\c1ccc(C(C)(C)C)cc1
17: OC(Cn1ccnc1)c1ccc(Cl)cc1Cl (stereo unspecified)
18: Cc1ccc2oc(C(=O)Nc3nnc(C)s3)c(C)c2c1
Assay by compound	13	14	15	16	17	18
Bim-Mcl-1	1	2	0	0	-4	-1
ABCB1 block	7.5	-5.5	-0.5	0.8	0.6	0.8
Bcl-XL Bim block	-16	-1	0	-3	-3	1
ABCG2 block	3	-5	-1	6	2	2
Bcl-2 Bim block	-1	-5	0	0	-8	-3
Bim-Bcl-B	-9	-3	0	-8	-1	-4
Bim-Bcl-W	1	0	-4	-1	0	0
Bfl-1 Bim block	-9	-8	-2	-5	-3	-9
RGS7-Gao reg	102	98	97	96	105	103
RGS4-Gao reg	102	100	99	96	104	96
RGS8-Gao reg	102	99	99	96	103	98

19: O=C(O)C1CCCCC1C(=O)Nc1cc(C(F)(F)F)ccc1Cl (stereo unspecified)
20: Cc1ccc(N(C(=O)CCC(=O)Nc2nccs2)C(C(=O)NC(C)(C)C)c2ccc(O)cc2)cc1 (stereo unspecified)
21: O=C(Cc1cccc2ccccc12)N/N=C/c1ccc(OC(=O)/C=C/c2ccco2)cc1
22: COc1ccc(C(=O)c2oc3ccc(Br)cc3c2NC(C)=O)cc1
23: N=c1ccn(CC(=O)NC(N)=O)c2ccccc12
24: O=C(O)CCCN=CC1=C(O)C(C(=O)c2ccccc2)CCC1=O (stereo unspecified)
Assay by compound	19	20	21	22	23	24
Bim-Mcl-1	-2	1	0	-1	0	-2
ABCB1 block	0.2	-0.1	-0.3	0.6	0.6	0.2
Bcl-XL Bim block	-2	-4	0	-4	-6	-2
ABCG2 block	0	0	0	4	3	0
Bcl-2 Bim block	-1	-4	-5	-6	-8	0
Bim-Bcl-B	-3	0	2	-9	-7	-2
Bim-Bcl-W	-1	-2	1	0	0	-1
Bfl-1 Bim block	-2	-5	2	-12	-15	-1
RGS7-Gao reg	100	106	100	102	99	91
RGS4-Gao reg	111	100	99	102	99	93
RGS8-Gao reg	104	103	101	104	99	95

# Fetched by structure from above (5):
20: Cc1ccc(N(C(=O)CCC(=O)Nc2nccs2)C(C(=O)NC(C)(C)C)c2ccc(O)cc2)cc1 (stereo unspecified)
24: O=C(O)CCCN=CC1=C(O)C(C(=O)c2ccccc2)CCC1=O (stereo unspecified)
21: O=C(Cc1cccc2ccccc12)N/N=C/c1ccc(OC(=O)/C=C/c2ccco2)cc1
23: N=c1ccn(CC(=O)NC(N)=O)c2ccccc12
19: O=C(O)C1CCCCC1C(=O)Nc1cc(C(F)(F)F)ccc1Cl (stereo unspecified)
Assay by compound	20	24	21	23	19
Bim-Mcl-1	1	-2	0	0	-2
ABCB1 block	-0.1	0.2	-0.3	0.6	0.2
Bcl-XL Bim block	-4	-2	0	-6	-2
ABCG2 block	0	0	0	3	0
Bcl-2 Bim block	-4	0	-5	-8	-1
Bim-Bcl-B	0	-2	2	-7	-3
Bim-Bcl-W	-2	-1	1	0	-1
Bfl-1 Bim block	-5	-1	2	-15	-2
RGS7-Gao reg	106	91	100	99	100
RGS4-Gao reg	100	93	99	99	111
RGS8-Gao reg	103	95	101	99	104

# (list continues)
25: COCCNC(=O)C(c1ccco1)N(C(=O)Cn1nnc2ccccc21)c1cccc(C)c1C (stereo unspecified)
26: COc1ccc(NC(=O)c2cc3c([nH]c4ccccc43)c(C)n2)cc1
27: COc1ccccc1CNc1ncnc2nc[nH]c12
28: Cc1ccccc1CSCC(=O)NC(=O)NCc1ccco1
29: Cc1cccc(C)c1OCCOC(=O)c1n[nH]c2ccccc12
30: O=C(NCCNc1ccc([N+](=O)[O-])cc1)c1ccc(Cl)cc1
Assay by compound	25	26	27	28	29	30
Bim-Mcl-1	0	-4	-2	-3	-1	0
ABCB1 block	2.3	-0.9	0.7	0.2	0.5	-0.1
Bcl-XL Bim block	-4	-5	-7	-6	-4	-3
ABCG2 block	5	-2	7	0	6	7
Bcl-2 Bim block	-8	-5	-8	-6	-6	-1
Bim-Bcl-B	-9	-6	-7	-6	-7	-3
Bim-Bcl-W	0	-3	-4	1	0	-1
Bfl-1 Bim block	-13	-2	-7	-14	-5	-1
RGS7-Gao reg	105	101	102	92	103	104
RGS4-Gao reg	100	100	101	91	101	102
RGS8-Gao reg	100	102	98	101	98	101

31: CCCNc1nc(N2CCCC2)nc(N2CCCC2)n1
32: Cc1cc(NC(=O)/C(C#N)=C/c2ccc(-c3cccc(C(F)(F)F)c3)o2)n(-c2ccccc2)n1
33: CCOC(=O)/C=c1\s/c(=C\c2sccc2C)c(=O)n1CC(=O)NCc1ccc(C)cc1
34: Cc1cc2c(n1-c1ccc(C(N)=O)cc1)CC(C)(C)CC2=O
35: O=C(CNS(=O)(=O)N1CCOCC1)N/N=C/c1cccnc1
36: CC(C)NC(=O)CN(Cc1ccccc1)S(=O)(=O)c1ccccc1
Assay by compound	31	32	33	34	35	36
Bim-Mcl-1	0	-6	-2	0	0	2
ABCB1 block	0.1	-0.2	-1.3	0.0	0.4	1.3
Bcl-XL Bim block	-6	-8	-3	-3	-2	-12
ABCG2 block	0	-2	-8	-2	1	3
Bcl-2 Bim block	-1	-3	-3	-13	-2	-4
Bim-Bcl-B	-5	-7	-4	-2	-3	-5
Bim-Bcl-W	-2	-5	-2	-1	0	5
Bfl-1 Bim block	-4	-5	-5	-4	-4	-9
RGS7-Gao reg	107	109	98	98	104	104
RGS4-Gao reg	105	108	99	96	100	101
RGS8-Gao reg	106	105	102	94	102	100

37: c1ccc(COc2ccc(OCCCNC3CCCC3)cc2)cc1
38: CCOC(=O)CNc1c(-c2ccc(O)cc2)nc2ccccn12
39: CC(C)CC1NC(=O)N(CC(=O)N2CCCc3ccccc32)C1=O (stereo unspecified)
40: O=C(OCC(=O)N1CCCCCC1)c1ccc(S(=O)(=O)N2CCOCC2)cc1
41: O=C(O)c1ccc(NS(=O)(=O)c2ccc(Cl)c(Cl)c2)cc1O
42: Cc1[nH]nc2c1C(c1cccs1)C1=C(CCCC1=O)N2 (stereo unspecified)
Assay by compound	37	38	39	40	41	42
Bim-Mcl-1	-1	0	-1	-7	-2	-3
ABCB1 block	0.5	0.8	0.0	0.8	1.1	0.5
Bcl-XL Bim block	-1	0	-2	-3	0	0
ABCG2 block	1	6	-1	1	4	7
Bcl-2 Bim block	-7	-1	-6	-8	-11	-7
Bim-Bcl-B	-4	0	-6	-6	-7	-4
Bim-Bcl-W	0	0	0	-4	-1	-6
Bfl-1 Bim block	-10	1	-6	-4	-13	-6
RGS7-Gao reg	101	96	u	102	101	u
RGS4-Gao reg	104	100	103	99	101	95
RGS8-Gao reg	104	102	101	97	99	98

43: Cc1c(NS(=O)(=O)c2cccc(C(=O)OCC(=O)N(C)C3CCCCC3)c2)c(=O)n(-c2ccccc2)n1C
44: O=C(CSc1nc2c(c(=O)n1-c1ccc(Cl)cc1)SCC2)NCC1CCCO1 (stereo unspecified)
45: CCOC(=O)c1ccc(NC(=O)CSc2nnc(Cn3c(=O)sc4ccccc43)n2C)cc1
46: CCC1CCCCN1S(=O)(=O)c1ccccc1[N+](=O)[O-] (stereo unspecified)
47: CCn1c(-c2cccc(Br)c2)n[nH]c1=S
48: CC(CCc1ccccc1)NC(=O)N1CCOCC1 (stereo unspecified)
Assay by compound	43	44	45	46	47	48
Bim-Mcl-1	2	1	-3	-3	-7	-3
ABCB1 block	-0.4	0.1	4.1	0.2	0.5	x
Bcl-XL Bim block	1	2	-7	-5	-11	-8
ABCG2 block	-3	7	1	0	2	5
Bcl-2 Bim block	-3	11	-7	-2	-10	-4
Bim-Bcl-B	3	0	-11	-4	-18	-5
Bim-Bcl-W	0	2	-1	-5	-1	-4
Bfl-1 Bim block	-2	3	-8	-6	-14	-6
RGS7-Gao reg	104	99	173*[activator]	95	103	104
RGS4-Gao reg	101	99	109	71	102	99
RGS8-Gao reg	102	101	94	82	105	101
